Compound activity: PubChem, several laboratories
Arrestin-AP2 inh: human beta-arrestin and AP2 interaction inhibition | inhibition, % at 10 µM | actives 0.31% (n = 340,000) | FITC-arrestin peptide / GST-AP2 beads, flow cytometry; AP2 beta2 appendage carries R879A mutation;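 active means inhibition above a set limit, near 3 SD of compounds lacking own fluorescence, cut at about 54% in these data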;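 further: plate controls were DMSO wells for no effect and 5 µM unlabelled arrestin peptide for full effect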
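Material – GST-tagged AP2 beta2-adaptin appendage (R879A) on 4 µm glutathione beads · Probe or stimulus – fluorescein-tagged arrestin peptide at 50 nM final · Timing – 12 min plus 1 h, RT · Detection – bead flow cytometry, FITC channel · Read-out basis – inhibition as reduced fluorescein signal on beads, percent · Medium – PBS plus Tween 20 (0.05%) and BSA (0.1%)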
MITF TRPM1 HTS: activators of MITF-driven TRPM1 promoter activity in SK-MEL-5 cells | actives 0.75% (n = 300,000) | SK-MEL-5 TRPM1-promoter luciferase, 24 h; % of positive control, neutral wells = 0 | activation, % at 12.5 µM | AID 588334;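 active means mean activation of at least 80% with every replicate also reaching 80%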;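 further: 0% = neutral control wells and 100% = parthenolide positive control wells; values of inactives mirror those of a sister screen read the other way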
CDK5 p35 inh: blocks human CDK5/p35 kinase activity | Q00535+Q15078 | Recombinant CDK5/p35, ADP-Glo luminescence, 60 min | inhibition, % at 10 µM | actives 0.01% (n = 330,000);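 active means highest replicate inhibition of at least 50% and at least 75% of replicates reaching 50%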;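 further: plate controls were DMSO neutral control for no effect and GW8510 at 10 µM for full effect; many of its hits are not listed in these tables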
Pemphigus Ab inh: blocks pemphigus antibody binding to human desmoglein-3 | actives 0.48% (n = 310,000) | DSG3-coupled beads, scFv-anti-DSG3-GFP binding, flow cytometry; active compounds read low | binding (percent of control), % at 10 µM | P32926;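 active means binding more than 3 SD below its plate's average and above zero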;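 further: hits lower antibody fragment binding to DSG3; some compounds called inactive have numbers as strong as hits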
dFosB act: mouse delta FosB homodimer activation | P13346 | purified delta FosB, TAMRA-CDK5 oligo fluorescence polarization; percent of positive-control signal above neutral wells | activation, % at 25 µM | actives 0.99% (n = 340,000) | AID 493131;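 active means mean activation above about 17%, with every replicate also reaching it, limit read from the data, passing the limit was not always enough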;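 further: fluorescence polarization rise as delta FosB binds a TAMRA Cdk5 AP-1 oligo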
SUMO Mot1 rescue: inhibitors of SUMOylation pathway: yeast Mot1-301 growth rescue; S. cerevisiae Mot1-301 growth rescue, ATP luminescence, 38.5C; percent above DMSO median, 100 means doubled; growth rescue, % at 18.8 µM; actives 1% (n = 320,000);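 active means every valid replicate shows activation above 250% relative to neutral control wells; inactive means the rest, any valid replicate at or below 250%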;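 further: OY570 slx delta 5 strain wells were the positive control but not used for scaling; some compounds called inactive have numbers as strong as hits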
SR-BI DiI inh: inhibitors of mouse SR-BI mediated HDL lipid uptake | AID 488896 | actives 0.96% (n = 320,000) | inhibition, % at 12.5 µM | ldlA[mSR-BI] CHO cells, DiI-HDL uptake fluorescence, 3 h | Q61009;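 active means mean replicate inhibition of at least 70% and a set share of replicates each scoring 70 or more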;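 further: 0% = median of neutral control wells and 100% = median of positive control wells; values of inactives mirror those of a sister screen read the other way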
PKA-R2B activ: PKA-R2B complex activation; P22694+P31323; PKA-R2B holoenzyme dissociation, Cy5-IP20 fluorescence polarization; R2B truncated from residue 108, S112A mutant; 0% DMSO only, 100% 113 µM cGMP; activation, % at 11.4 µM; actives 0.079% (n = 340,000);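 active means activation above a cutoff set at the mean over all compounds plus 3 SD, cut at about 18% in these data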;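 further: higher means more holoenzyme dissociation and a rise in polarization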
NSD2 HMT inh: NSD2 (human) methyltransferase inhibition | inhibition, % at 12.5 µM | O96028 | NSD2 peptide methylation, AlphaScreen, 120 min | actives 0.54% (n = 310,000); in the data active means inhibition above about 50%
Target sequence (O96028 whole entry, looked up): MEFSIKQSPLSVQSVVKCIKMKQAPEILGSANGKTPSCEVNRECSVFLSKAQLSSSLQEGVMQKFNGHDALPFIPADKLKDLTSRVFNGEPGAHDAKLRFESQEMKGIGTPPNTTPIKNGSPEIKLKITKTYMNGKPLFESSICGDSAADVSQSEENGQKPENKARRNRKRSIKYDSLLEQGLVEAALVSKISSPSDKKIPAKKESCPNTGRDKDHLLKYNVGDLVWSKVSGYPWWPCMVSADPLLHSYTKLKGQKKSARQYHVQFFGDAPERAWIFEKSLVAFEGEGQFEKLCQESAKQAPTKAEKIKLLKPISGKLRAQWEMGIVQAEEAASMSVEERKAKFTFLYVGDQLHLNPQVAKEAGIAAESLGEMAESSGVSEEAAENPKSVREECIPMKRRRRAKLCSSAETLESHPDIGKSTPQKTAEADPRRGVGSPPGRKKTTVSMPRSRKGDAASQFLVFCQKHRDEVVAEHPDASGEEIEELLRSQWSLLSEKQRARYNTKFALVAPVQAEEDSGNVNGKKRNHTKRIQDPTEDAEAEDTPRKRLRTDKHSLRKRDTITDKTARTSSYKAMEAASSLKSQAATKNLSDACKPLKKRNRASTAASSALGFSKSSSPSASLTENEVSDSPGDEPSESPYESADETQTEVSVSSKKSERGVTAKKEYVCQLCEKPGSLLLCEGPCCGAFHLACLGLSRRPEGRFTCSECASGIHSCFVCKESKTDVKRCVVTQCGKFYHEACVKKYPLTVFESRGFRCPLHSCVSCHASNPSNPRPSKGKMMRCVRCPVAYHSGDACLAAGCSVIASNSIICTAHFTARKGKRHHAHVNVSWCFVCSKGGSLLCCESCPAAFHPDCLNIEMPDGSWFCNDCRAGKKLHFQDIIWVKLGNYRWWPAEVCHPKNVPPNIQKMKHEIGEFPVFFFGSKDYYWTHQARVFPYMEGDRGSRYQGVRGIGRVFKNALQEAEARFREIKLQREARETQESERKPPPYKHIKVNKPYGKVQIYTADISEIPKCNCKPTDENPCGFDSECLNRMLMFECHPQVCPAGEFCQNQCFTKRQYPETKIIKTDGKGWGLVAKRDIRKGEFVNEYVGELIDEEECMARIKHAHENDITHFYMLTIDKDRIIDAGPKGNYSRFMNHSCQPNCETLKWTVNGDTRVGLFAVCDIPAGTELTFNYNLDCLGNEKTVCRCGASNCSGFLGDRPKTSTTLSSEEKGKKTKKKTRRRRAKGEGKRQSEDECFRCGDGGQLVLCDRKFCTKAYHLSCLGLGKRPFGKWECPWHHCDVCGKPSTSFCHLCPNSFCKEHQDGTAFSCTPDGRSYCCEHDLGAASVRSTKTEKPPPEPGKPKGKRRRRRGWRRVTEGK
SR-BI DiI-HDL act: SR-BI HDL lipid transfer activation | actives 0.096% (n = 320,000) | AID 504775 | CHO ldlA[mSR-BI] cells, DiI-HDL uptake fluorescence, 3 h; 100 = double the neutral-control signal | activation, % at 12.5 µM;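 active means mean replicate activation of at least 60% and every replicate at or above 60%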;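 further: 0% = median plate neutral-control signal and 100% = twice that signal; values of inactives mirror those of a sister screen read the other way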
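system = CHO ldlA[mSR-BI] cells, LDL receptor-null, SR-BI overexpressing | medium = Ham's F12 with 0.5% BSA, HEPES 25 mM, pH 7.4 | probe or stimulus = DiI-HDL 10 µg/mL | compound dosing = single-point compound dose | incubation = compound exposure 3 h, 37 °C | technique = DiI fluorescence, bottom read | read-out = cell-associated DiI fluorescence as measure of HDL uptake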
PKA-R1A act: activates the PKA-R1A holoenzyme complex. PKA-R1A dissociation, Cy5-IP20 fluorescence polarization; scaled: DMSO 0%, 113 µM cGMP 100%. activation, % at 11.4 µM. AID 504707. P00514+P68181. actives 0.083% (n = 340,000);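 active means percent activation above the mean of all tested compounds plus 3 SD, cut at about 19% in these data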;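 further: higher means more PKAc released from R1A so a rise in polarization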
Numbers without * were called inactive; nt = not tested or not shown.

entry	SMILES	Arrestin-AP2 inh	MITF TRPM1 HTS	CDK5 p35 inh	Pemphigus Ab inh	dFosB act	SUMO Mot1 rescue
1	O=C(Cn1nc(Cc2cccnc2)c2ccccc2c1=O)NCc1ccc2c(c1)OCO2	3	-10	-1.8	100	-7	-11
2	COC(=O)c1c(C)[nH]c(C(=O)/C=C/c2cccc(Cl)c2)c1C	-7	57	1.7	95	-11	2
3	CC(C)C[C@H]1CN=C(Nc2ccccc2)N1CC1CCC1	10	9	-0.5	100	-7	-11
4	Cc1[nH]c(=O)[nH]c(=O)c1/C=N/NC(=O)[C@@H](NC(=O)OC(C)(C)C)C(C)C	10	5	2.8	107	1	-34
5	Cc1ccccc1CN(C)CC(=O)Nc1ccccc1-c1ccccc1	-9	1	2.5	113	-13	24
6	O=C(CCC1COc2ccccc2O1)Nc1ncccc1O (configuration not stated)	0	3	0.0	nt	-6	-14
7	COc1ccc(CCC(C)N2CCc3ccccc3C2)cc1 (configuration not stated)	-11	nt	-0.2	116	-7	-3
8	COC(=O)c1c(NC(=O)C(Cl)Cl)sc2c1C(C(=O)OC)CC2 (configuration not stated)	37	-62	0.2	nt	-4	-9
9	Nc1ncnc2c1ncn2[C@@H]1O[C@H](CNC(=O)[C@@H]2C[C@H](F)CN2)[C@@H](O)[C@H]1O	18	5	-2.6	99	-10	nt
10	CCOc1ccc(C2=NNC(c3cccs3)=Nc3ccc(OC)cc32)cc1OCC	3	-1	-3.2	102	-3	-8

entry	SR-BI DiI inh	PKA-R2B activ	NSD2 HMT inh	SR-BI DiI-HDL act	PKA-R1A act
1	2	8	nt	-2	-4
2	18	3	nt	-18	-10
3	-5	-4	nt	5	0
4	-12	-4	-4	12	-11
5	-16	1	0	16	-6
6	-9	6	0	9	2
7	-5	-13	5	5	-10
8	7	-12	0	-7	-1
9	-36	-4	nt	36	0
10	10	-13	2	-10	4

Arranged by count of non-hydrogen atoms (low to high): six of the compounds above
entry	SMILES	Arrestin-AP2 inh	MITF TRPM1 HTS	CDK5 p35 inh	Pemphigus Ab inh	dFosB act	SUMO Mot1 rescue
3	CC(C)C[C@H]1CN=C(Nc2ccccc2)N1CC1CCC1	10	9	-0.5	100	-7	-11
6	O=C(CCC1COc2ccccc2O1)Nc1ncccc1O (configuration not stated)	0	3	0.0	nt	-6	-14
4	Cc1[nH]c(=O)[nH]c(=O)c1/C=N/NC(=O)[C@@H](NC(=O)OC(C)(C)C)C(C)C	10	5	2.8	107	1	-34
9	Nc1ncnc2c1ncn2[C@@H]1O[C@H](CNC(=O)[C@@H]2C[C@H](F)CN2)[C@@H](O)[C@H]1O	18	5	-2.6	99	-10	nt
10	CCOc1ccc(C2=NNC(c3cccs3)=Nc3ccc(OC)cc32)cc1OCC	3	-1	-3.2	102	-3	-8
1	O=C(Cn1nc(Cc2cccnc2)c2ccccc2c1=O)NCc1ccc2c(c1)OCO2	3	-10	-1.8	100	-7	-11

entry	SR-BI DiI inh	PKA-R2B activ	NSD2 HMT inh	SR-BI DiI-HDL act	PKA-R1A act
3	-5	-4	nt	5	0
6	-9	6	0	9	2
4	-12	-4	-4	12	-11
9	-36	-4	nt	36	0
10	10	-13	2	-10	4
1	2	8	nt	-2	-4

(cont.)
entry	SMILES	Arrestin-AP2 inh	MITF TRPM1 HTS	CDK5 p35 inh	Pemphigus Ab inh	dFosB act	SUMO Mot1 rescue
11	COc1ccc(CCNCC(=O)Nc2ccc(OC(F)(F)F)cc2)cc1OC	28	-2	-0.1	96	2	1
12	Cc1ccc(-c2ccnc3[nH]n(-c4ccccc4)c(=O)c23)cc1	34	nt	2.2	121	-5	-24
13	CCC(C)N(C(=O)CSc1nnc2ccccn12)C1CCS(=O)(=O)C1 (configuration not stated)	-3	-4	-2.4	101	5	nt
14	N#CCSc1nnc(-c2sc3ccccc3c2Cl)o1	17	-9	-2.8	96	-13	119
15	Cc1cc(N2CCOCC2)n2nc(-c3cccc(F)c3)cc2n1	1	-15	-2.2	108	-1	15
16	CCN(CC)CCCNC(=O)c1cc(Cl)c(NC(=O)C2=C(C)OCCS2)cc1OC	-9	7	-1.0	110	-4	-10
17	COC(=O)c1ccc(NC(=O)CN(c2ccc3c(c2)OCO3)S(C)(=O)=O)cc1	-2	5	0.9	123	1	-2
18	Cc1ccc(C)c(NS(=O)(=O)c2cc(C(=O)NCCSC3CCCCC3)ccc2C)c1	1	-8	-1.4	104	-9	-15
19	COc1cc(/C=C/C(=O)O)cc(S(=O)(=O)Nc2ccc3c(c2)OCO3)c1OC	-9	10	1.5	119	0	-6
20	CCOc1ccc2c(C)nc(NC3=NC(C)(C)C=C(C)N3)nc2c1	0	-8	1.4	106	26*	2

entry	SR-BI DiI inh	PKA-R2B activ	NSD2 HMT inh	SR-BI DiI-HDL act	PKA-R1A act
11	-10	-9	-3	10	-10
12	0	-4	0	0	0
13	-12	-11	-2	12	4
14	-10	0	2	10	-7
15	47	-8	-1	-47	0
16	3	-2	31	-3	6
17	-7	-4	-1	7	-2
18	48	-5	0	-48	1
19	-27	1	-1	27	1
20	29	-4	-2	-29	5

Later entries:
entry	SMILES	Arrestin-AP2 inh	MITF TRPM1 HTS	CDK5 p35 inh	Pemphigus Ab inh	dFosB act	SUMO Mot1 rescue
21	CCCCSCCCNC(=O)c1ccc2c(c1)N(CC)C(=O)c1ccccc1S2=O (configuration not stated)	-3	-25	0.7	99	-28	9
22	Cc1ccc(/C=C2\SC(=S)N(c3cccnc3)C2=O)cc1	-43	11	-0.5	100	-4	-11
23	CC1(C)CC(=O)C(CC(=O)Nc2cc(C(F)(F)F)ccc2Cl)C(=O)C1	4	11	-3.6	97	-6	nt
24	CC(=O)OCC(=O)C1CCC2C3CCC4=CC(=O)C=CC4(C)C3CCC12C (configuration not stated)	16	-5	-1.2	105	-13	nt
25	C=CCN(c1ccccc1)S(=O)(=O)c1cccc(C(=O)NC2CCC(O)CC2)c1 (configuration not stated)	-2	4	-0.2	108	-4	6
26	Cc1nn(-c2ccccc2)c(C)c1NC(=O)COc1ccc([N+](=O)[O-])cc1	6	2	0.2	103	-1	74
27	N=C1C(=O)OCC1c1ccccc1NC(=O)c1ccc(F)cc1 (configuration not stated)	3	-8	-0.5	105	0	6
28	CN1CCN(CC(=O)Nc2ccc(Cl)cc2Cl)CC1	-3	3	-0.6	101	-1	154
29	CC1CCCCN1Cc1c(O)ccc2c(=O)c(-c3ccc(Br)cc3)coc12 (configuration not stated)	23	2	-1.0	91	-6	nt
30	CC(OC(=O)C1CCN(c2ccc(C(F)(F)F)cn2)CC1)C(=O)Nc1ccc(S(N)(=O)=O)cc1 (configuration not stated)	-18	-4	-0.4	104	15	3

entry	SR-BI DiI inh	PKA-R2B activ	NSD2 HMT inh	SR-BI DiI-HDL act	PKA-R1A act
21	26	3	-1	-26	-1
22	-20	0	-6	20	-8
23	-20	-8	-2	20	-2
24	18	-2	-2	-18	-5
25	4	-1	0	-4	6
26	-15	6	17	15	-13
27	3	4	-2	-3	2
28	48	-12	-1	-48	-3
29	11	-5	-1	-11	5
30	3	-1	nt	-3	-14

The list goes on:
entry	SMILES	Arrestin-AP2 inh	MITF TRPM1 HTS	CDK5 p35 inh	Pemphigus Ab inh	dFosB act	SUMO Mot1 rescue
31	O=C(/C=C/c1ccccc1Cl)c1ccccc(=O)c1O	1	-6	-0.5	99	-19	-12
32	O=C(O)CCCNC(=O)CCCNC(=O)C(c1ccccc1)c1ccccc1	-1	-13	-0.8	104	5	-10
33	O=S(=O)(c1ccc(-n2cnnn2)cc1)N1CCNCC1	-3	6	-1.3	105	8	13
34	CSc1ccccc1C(=O)NC1CCCN(Cc2ccccc2F)C1 (configuration not stated)	11	15	0.3	99	-4	4
35	O=C(Nc1cccc([N+](=O)[O-])c1)C1CC(=O)N(C2CCCCC2)C1 (configuration not stated)	-3	0	-1.2	100	-10	-7
36	COC(=O)C1C2CC(=O)C(C2)C1C(=O)OC (configuration not stated)	35	15	0.5	100	-5	nt
37	CC1CC(NS(=O)(=O)c2cc3c4c(c2)CCN4C(=O)CC3)CC(C)(C)C1 (configuration not stated)	2	1	-0.5	99	-13	77
38	Cc1ccc(Nc2c(F)c(F)c(F)c(F)c2C(=O)O)cc1	16	8	-1.4	96	-6	-3
39	C[C@@]12C(=O)Nc3cc(F)c(F)cc3C(=O)N1[C@H]1c3cc(Cl)ccc3OC[C@@H]1[C@@H]2c1ccccc1	4	0	-0.5	95	2	188

entry	SR-BI DiI inh	PKA-R2B activ	NSD2 HMT inh	SR-BI DiI-HDL act	PKA-R1A act
31	1	11	9	-1	-2
32	-22	5	2	22	12
33	-31	3	-3	31	9
34	2	0	2	-2	-1
35	-25	1	1	25	-2
36	-22	0	-2	22	8
37	46	4	0	-46	0
38	-21	-14	-2	21	-7
39	5	-3	nt	-5	-1
